INS promoter inh: inhibitors of insulin promoter-driven GFP, primary screen, imaging, TRM-6 cells (human fetal islet line), eGFP reporter, cell count; reporter expression induced with tamoxifen; inhibition, % at 2 µM; 130,000 tested, 0.9% active; AID 1273, 2008;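 active = inhibition above the mean plus 3 SD, with well images judged a real hit on visual review, cut at about 60% in these data, passing the limit was not always enough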
SDO1 yeast rescue: growth rescue of sdo1-depleted yeast, primary screen, S. cerevisiae, bone marrow failure model; 140,000 tested, 0.21% active; z-score at 10 µM; S. cerevisiae sdo1-depleted JHY4D growth rescue, OD600 30 h; active compounds read high; pdr5 snq2 efflux-pump mutant strain; AID 817, 2007;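 active = z-score above 3 at both the 24 hr and the 30 hr optical density reads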;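 note: z-score against mean and SD of all compound wells on the same plate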
SDO1 yeast rescue Rescue 24 h: also measured in SDO1 yeast rescue; calls as there; z-score; S. cerevisiae sdo1-depleted JHY4D growth rescue, OD600; measured here: growth rescue at 24 h;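 0 is the plate mean of compound wells and units are plate SD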
The depositor's hits bear a star; x = not tested or not shown; [ ] = another dose, or the depositor's remark. Compounds were not picked by outcome; 0.99% or so of the library scored in one or more.

canonical_smiles	INS promoter inh	SDO1 yeast rescue	SDO1 yeast rescue Rescue 24 h
Nc1c(C(=O)Nc2ccccc2F)sc2nc(Cc3ccccc3)cc(C(F)(F)F)c12	16	0.02	1.8
O=C(c1c[nH]c2ccc(S(=O)(=O)N3CCOCC3)cc2c1=O)N1CCCC1	x	1.7	1.4
CCOC(=O)c1cnc2c(C)c(Cl)ccc2c1N1CCOCC1	x	-0.55	-0.08
CCCN1Cc2cccc(C(=O)Nc3ccc4c(c3)OCO4)c2C1=O	x	-1.3	-0.29
COc1ccc(NC(=S)N2CCN(c3ccccn3)CC2)cc1	x	0.1	-0.46
N#C/C(=C\c1ccc(-c2ccccc2[N+](=O)[O-])o1)C(=O)Nc1nc(-c2cccs2)cs1	x	-0.72	-0.22
Cc1c(Cl)cccc1NC(=O)CCN1CCCCC1	-27	0.55	0.37
O=C(CSc1nc2ccccc2c(=O)[nH]1)NCc1ccc(Cl)cc1	-16	-0.01	0.51
CC(C)(C)c1cc(N)n(-c2ccc(C(=O)O)cc2)n1	-50	x	x
COc1ccc(C2=NOC(C(=O)NCC(C)C)C2)cc1 (stereo unspecified)	-93	0.21	-0.46
COc1cccc(-c2cc(C(=O)Nc3cccc(O)c3)no2)c1	-3	-0.34	-0.48
COC(=O)c1c(NC(=O)CN2CCN(S(=O)(=O)c3ccccc3)CC2)sc2c1CCC(C)C2 (stereo unspecified)	-21	-0.86	-0.3
CC(=O)c1cccc(NC(=O)c2ccc3c(Cl)c4c(nc3c2)CCCC4)c1	x	-0.82	-0.05
CCN(CC)C(=O)c1oc2ccc(S(=O)(=O)N3CCCCCC3)cc2c1C	0	-0.36	0.32
COc1cccc(-n2c(SCC(=O)O)nnc2-c2cccnc2)c1	x	-0.18	-0.16
CCOc1cc(S(=O)(=O)NCc2ccccc2)ccc1F	-17	1.2	1.7
COc1ccc(CCNC(=O)COC(=O)c2cnccn2)cc1	x	-0.02	-0.62
CCCCn1c(-c2c(Cl)c(C)nn2C)n[nH]c1=S	-93	x	x
O=C(/C=C/c1ccc(F)cc1)Nc1nc2ccccc2[nH]1	-2	0.37	1.2
COc1ccc(NCc2nnc(SCC(=O)Nc3cc(C(F)(F)F)ccc3Cl)o2)cc1	7	-1.1	-1.5
O=C(CCc1ccc(S(=O)(=O)N2CCOCC2)cc1)N/N=C/c1ccc(O)c(O)c1O	-14	0.21	-1.1
CCOC(=O)Cn1c(C(C)=O)nc2ccccc21	x	-0.01	0.34
COc1ccccc1Nc1ccc(S(=O)(=O)N2CCCCC2)cc1[N+](=O)[O-]	x	0.17	0.09
CCN(CC)C(=O)c1ccc2c(=O)n(CCOC)c(=S)[nH]c2c1	1	0.42	-0.17
COc1ccc([C@@H]2C(C#N)=C(N)S[C@@H](c3ccccc3)[C@@H]2[N+](=O)[O-])cc1	0	-1.4	-1.7
COc1cccc(C(=O)NC2CC3CCCC(C2)N3CC(=O)Nc2ccc(N(C)C)cc2)c1 (stereo unspecified)	45	0.04	0.28
O=C(NC1CCCC1)C(c1ccsc1)N(Cc1ccccc1)C(=O)Cc1cccs1 (stereo unspecified)	-50	-1.4	-1.2
CCn1c(SCC(=O)Nc2ccccc2OC)nc2ccccc2c1=O	57	-0.79	-0.77
Cn1cnc2nc3n(c2c1=O)CCC3	11	1.6	2.7
COCc1cc(C)nc(NCCc2ccccc2)c1C#N	-5	-0.47	-0.72
CCC(CC)C(=O)Nc1cc([N+](=O)[O-])ccc1F	24	0.63	0.56
COc1ccc(NS(=O)(=O)c2cccc(Cl)c2Cl)cc1S(=O)(=O)N1CCCCC1	x	0.47	0.37
CC1CC(C)CN(CCCNC(=O)Cn2ncc3c(=O)oc4ccccc4c32)C1 (stereo unspecified)	x	-0.16	-0.47
C/C(=C\C(=O)c1ccccc1)Nc1ccc(Cl)c(Br)c1	0	x	x
Cc1cccc(N2CCN(C(=O)CS(=O)(=O)Cc3nc(-c4ccccc4F)oc3C)CC2C)c1 (stereo unspecified)	x	-1.6	-1.1
Cc1c2ccccc2nc2c(F)c(NC(C)C)c(F)c(F)c12	-233	0.61	1.2
O=S(=O)(Nc1cccc2c1ccc1cccn12)c1cccs1	43	-1.5	-0.24
Cc1ccc(N(Cc2ccc([N+](=O)[O-])cc2)C(=O)c2ccco2)cc1	0	-1.3	-0.94
O=C(CSc1ncnc2sc3c(c12)CCCC3)c1ccccc1	69	-1.1	0.8
Cn1c(=O)n(C)c2cc(/C=N/n3cnnc3)ccc21	x	-0.25	-0.97
COc1ccc(OC)c(NC(=O)CSc2nc3cccnc3n2C)c1	-41	-0.56	-1.2
CCCCC(=O)Nc1cccc(-c2cn3ccsc3n2)c1	x	-1.1	-1.2
CC(c1ccccc1)C1C(C#N)=C(N)OC2=C1C(=O)CC(C)(C)C2 (stereo unspecified)	9	0.81	2.8
Cc1ccc(-n2nc(C)c(C3(O)C(=O)N(C(C)C)c4ccccc43)c2N)cc1 (stereo unspecified)	45	0.36	-0.18
O=C(NCN1CCCCC1)c1cccnc1	-210	2	2.2
COc1ccc(Nc2nnc(SCC(=O)N3CCCC3)s2)cc1	0	0.82	0.96
O=C1CC(N2CCCCCC2)C(=O)N1c1ccc(F)cc1 (stereo unspecified)	-79	x	x
CC(C)COc1ccc(-c2nnn(CC(=O)N3CCCC3)n2)cc1	19	0.98	-0.09
CN1c2ccccc2Oc2c(c(=O)n(C)c(=O)n2C)C1c1cccc([N+](=O)[O-])c1 (stereo unspecified)	-60	-1.4	-1.4
COc1ccccc1NC(=O)CCc1nc(-c2cccs2)no1	-83	-1	-1.1

(more compounds)
canonical_smiles	INS promoter inh	SDO1 yeast rescue	SDO1 yeast rescue Rescue 24 h
Cc1cc(NC(=O)C2CC(c3ccc(Cl)cc3)=NO2)no1 (stereo unspecified)	-17	-0.93	-0.58
Cc1ccc(-n2ncc3c(=O)n(CC(=O)NC4CCCC4)cnc32)cc1C	-21	-0.57	-0.34
Cc1ccc(C)c(OCC(=O)N2CCOCC2)c1	89*	0.2	-0.04
Cc1nc(NCCCN2CCOCC2)c2oc3ccccc3c2n1	56	0.23[7.4 µM]	-0.66
Nc1c(-c2ccccc2)cnn1-c1cccc(C(F)(F)F)c1	14	-1.2	-1.4
C/C=C/CSc1nc2c(c(=O)[nH]c(=O)n2C)n1Cc1ccc(C)cc1	x	-2.3	-1.1
COc1ccc(N2CSC3=C(C#N)C(c4cc(OC)ccc4OC)CC(=O)N3C2)c(OC)c1 (stereo unspecified)	x	1.2	0.9
O=C(NCc1ccccc1)c1ccc2c(=O)n(CCCN3CCCC3=O)c(=S)[nH]c2c1	21	-0.69	-1.3
Cc1onc(-c2ccccc2Cl)c1-c1nc(-c2ccccn2)no1	x	-1.4	-1.5
CCCCC(=O)Nc1cccc(NC(=S)NC(=O)COc2ccccc2Cl)c1	4	0.52	0.91
CCOc1ccc(NC(=O)CSc2nc(C)cc(C)n2)cc1	26	-0.66	-0.63
Cc1ccc(NC(=O)CCNS(=O)(=O)c2ccc3c(c2)oc(=O)n3C)c(C)c1	x	1.8	2.8
COCCNC(=O)C(c1ccc(C)o1)N(Cc1ccco1)C(=O)c1snc(C(N)=O)c1N (stereo unspecified)	0	-0.55	-1.2
O=C(CN1C(=O)c2ccccc2C1=O)NCC1COc2ccccc2O1 (stereo unspecified)	48	0.21	-0.23
Cc1ccc(S(=O)(=O)N2CCC(C(=O)N[C@H](C(=O)NCc3ccco3)C(C)C)CC2)cc1	13	0.98	1.3
CCOC(=O)Cc1csc(NS(=O)(=O)c2ccc3ccccc3c2)n1	31	0.05	-0.89
Fc1ccc(-c2nnc3ccccn23)cc1	10	x	x
COc1ccc(OC)c(/C=C/C(=O)Nc2cccc(S(=O)(=O)N3CCCC3)c2)c1	-28	x	x
O=C(Nc1ncc(Cc2cccc([N+](=O)[O-])c2)s1)c1ccco1	24	x	x
CCn1cc(C(=O)NCCCN2CCN(C)CC2)c(=O)c2cc(S(=O)(=O)N3CCc4ccccc4C3)ccc21	64	x	x
COc1ccc(OC)c(S(=O)(=O)Nc2cnc3ccccc3c2)c1	-11	1.2	1.2
C/C(=N\NC(N)=S)C12CC3CC(CC(C3)C1)C2	40	-1.6	-0.63
N#Cc1c(NC(=S)NC(=O)c2ccccc2)sc2c1CCC2	x	-0.37	-0.3
COC(=O)c1cc(Br)c(=O)n(CC(C)C)c1	x	0.7	0.8
CC(=O)Nc1cccc(OCC(O)Cn2c(C)nc3ccccc32)c1 (stereo unspecified)	-238	-0.18	-0.21
S=c1[nH]nc(C2CCCCC2)n1/N=C/c1ccco1	8	0.46	1.2
Cc1ccccc1N1CC(=O)N(c2ccccc2C)CC1=O	7	-0.31	-0.94
c1ccc(-c2noc(-c3ccc4ccccc4c3)n2)nc1	-44	-2	-0.78
COc1ccc(C(=O)/C=C/Nc2ccc(S(=O)(=O)Nc3onc(C)c3C)cc2)cc1	30	0.03	-1
Cc1ccc(NC(=O)CNC(c2ccccc2)c2ccccc2)c(F)c1	-16	-0.62	-0.55
CC(C)(C)C(=O)/C=c1\[nH]c(=O)/c(=C\c2ccc(C#N)cc2)s1	x	-0.91	-0.09
CCc1cc2ccc(OC)cc2nc1SCC(=O)Nc1cc(C)on1	x	-1.6	-1.1
CCCN1C(=O)c2cc(C(=O)O)ccc2C1O (stereo unspecified)	x	-1.1	-1.4
CCS(=O)(=O)Nc1cccc(C2=NN(S(=O)(=O)c3ccc(F)cc3)C(c3cccs3)C2)c1 (stereo unspecified)	x	0.78	0.41
CC(CN1CCCCC1)OC(=O)C1c2ccccc2Oc2ccccc21 (stereo unspecified)	31	0.27	-0.03
O=S(=O)(c1ccccc1)c1nc(-c2ccco2)oc1NCc1ccco1	19	0.24	0.06
O=Cc1cccn1-c1ccc2ccccc2c1	-24	x	x
O=C(CC12CC3CC(CC(C3)C1)C2)NCC(=O)OCc1cc(=O)oc2ccc3ccccc3c12	x	-0.98	-0.12
Cc1ccccc1-n1c(C)nnc1SCc1nc2ccccc2s1	x	-1	-0.67
CC1=C(c2ccc(F)cc2)[N+](=O)C(C)(C)N1[O-]	-14	x	x
CC1CCN(C(=O)COc2cccc3c2CCN(C)C3=O)CC1	-127	x	x
Cc1nn(CC(=O)N(C)Cc2ccc(F)cc2)c(C)c1[N+](=O)[O-]	x	0.32	-0.36
CCOc1ccc(N(C(=O)/C=C/C(=O)Nc2cc(C)on2)C(C(=O)NC2CCCC2)c2ccccc2C)cc1 (stereo unspecified)	11	-0.36	0.08
C/C(=N/NC(=O)c1ccccc1O)c1ccc(N2C(=O)C3CCCCC3C2=O)cc1 (stereo unspecified)	15	0.77	0.45
COc1ccc(C(=O)N2CCCC(CCC(=O)NCc3ccc(F)c(F)c3)C2)o1 (stereo unspecified)	-133	x	x
NS(=O)(=O)c1cccc(NC(=O)CCS(=O)(=O)c2ccc(Cl)cc2)c1	-20	x	x
CCCCc1ccc(-c2csc(/C(C#N)=C\c3ccc(C)o3)n2)cc1	33	-0.17	-0.31
O=C(NCc1cccnc1)C1CCCN(S(=O)(=O)c2ccc(Cl)cc2)C1 (stereo unspecified)	-3	1.3	1.8
CCCn1c(SCC(=O)N2CCCc3ccccc32)nnc1-c1ccco1	x	0.66	0.66
Cc1ccc(C(=O)NCCn2cc(SCC(=O)Nc3cc(C)on3)c3ccccc32)cc1	x	-1.3	-0.89

By substructure, those above with a thiophene ring, fused or not
canonical_smiles	INS promoter inh	SDO1 yeast rescue	SDO1 yeast rescue Rescue 24 h
Nc1c(C(=O)Nc2ccccc2F)sc2nc(Cc3ccccc3)cc(C(F)(F)F)c12	16	0.02	1.8
N#C/C(=C\c1ccc(-c2ccccc2[N+](=O)[O-])o1)C(=O)Nc1nc(-c2cccs2)cs1	x	-0.72	-0.22
COC(=O)c1c(NC(=O)CN2CCN(S(=O)(=O)c3ccccc3)CC2)sc2c1CCC(C)C2 (stereo unspecified)	-21	-0.86	-0.3
O=C(NC1CCCC1)C(c1ccsc1)N(Cc1ccccc1)C(=O)Cc1cccs1 (stereo unspecified)	-50	-1.4	-1.2
O=S(=O)(Nc1cccc2c1ccc1cccn12)c1cccs1	43	-1.5	-0.24
O=C(CSc1ncnc2sc3c(c12)CCCC3)c1ccccc1	69	-1.1	0.8
COc1ccccc1NC(=O)CCc1nc(-c2cccs2)no1	-83	-1	-1.1
N#Cc1c(NC(=S)NC(=O)c2ccccc2)sc2c1CCC2	x	-0.37	-0.3
CCS(=O)(=O)Nc1cccc(C2=NN(S(=O)(=O)c3ccc(F)cc3)C(c3cccs3)C2)c1 (stereo unspecified)	x	0.78	0.41
